# From PubChem BioAssay
# MT stabilize HCS = microtubule stabilizers in HeLa cells. % tubulin-high responders, % at 10 µM. AID 2205. 200,000 tested, 0.83% active. HeLa tubulin immunostaining HCS, 24 h; share of cells brighter than vehicle mean+2SD;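 active means plate Z-score above 3 for both tubulin-high and condensed-nucleus cell shares, with cell loss under 80%, at 10 µM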;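 further: anti alpha tubulin signal scored within the nucleus-defined area of each cell; some results filed as inactive read as strong as hits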
# Salmonella PhoP GFP = inhibitors of PhoP regulon expression, primary screen, Salmonella Typhimurium, GFP reporter (AID 1863); S. Typhimurium PhoP-regulated promoter GFP reporter, 4 h; higher % means a stronger effect; inhibition, % at 50 µM; hits with a dose series show IC50 in µM; 300,000 tested, 0.16% active;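 active means inhibition over 29.93%, a cutoff 3 SD above the screen mean, later confirmed by dose response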;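 further: 0% = low Mg2+ inducing control and 100% = high Mg2+ repressing control; strong numbers were not always called active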
# Hep lipid drop = hepatic lipid droplet formation modulation. 240,000 tested, 0.4% active. AML12 mouse hepatocytes, oleate lipid droplets, BODIPY imaging. inhibition, % at 6.5 µM. AID 1656;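 active means lipid droplet intensity inhibited by at least 50%, with more than 500 cells counted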
#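 System: AML12 hepatocytes (mouse). Probe or stimulus: oleic acid at 100 µM to induce lipid droplet formation. Times: overnight treatment with compound plus oleate. Detection: Image-based BODIPY and DAPI two-channel analysis. Evaluation: percent inhibition of filter-corrected integrated lipid droplet intensity per well.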
# T cell HTS = T cell immune modulators affecting CD8 T cell-vesicle binding; 2C CD8+ T cell-vesicle binding, flow cytometry; stronger effect = lower value; calls only at 7 µM; 330,000 tested, 0.068% active;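 active means response, share of CD8 T cells binding vesicles, and their 90th percentile fluorescence all below set limits, cut at about 80% in these data, passing the limit was not always enough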
#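 Incubation: binding step 1.5 h, 37 °C, antibody labelling 20 min, ice; system: murine 2C transgenic CD8+ T lymphocytes; technique: cytometric PE anti-B7-1 and Alexa647 anti-CD8 signals after 1% paraformaldehyde fixation; also added: QL9-charged Drosophila Ld/ICAM-1/B7-1 vesicles; control set: naked versus QL9-loaded vesicles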
# Dynein cargo inh = blocks dynein driven cargo transport along microtubules | 3617.4 mouse cells, GR-EGFP nuclear translocation imaging; test concentration mostly 20 µM; stimulated with dexamethasone, 1 µM; stronger effect = lower value | 220,000 tested, 0.47% active | z-score, hits read low;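 active means plate z-score of nuclear minus cytoplasmic receptor signal below a set negative limit, without overly bright fluorescence or cell loss, cut at about -3.5 in these data, passing the limit was not always enough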;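 further: z-score of nuclear minus cytoplasmic ring GR-EGFP intensity difference per well; some compounds called inactive have numbers as strong as hits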
#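 Buffer or medium: Induction medium lacking tetracycline, stripped serum | Also added: Dexamethasone agonist, 1.0 µM final, for 30 min | Timing: 48 h induction, 1 h compound, 30 min dex at 37 °C | Detection: Formaldehyde fixation, Hoechst nuclear stain, 10x automated fluorescence imaging | Measure: Nuclear versus cytoplasmic GR-EGFP signal, averaged per well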
# Autophagy mod = autophagy modulation, high-content screen; MEF GFP-LC3 puncta imaging; test concentration mostly 10 µM; calls only at 10 µM (by protocol); 190,000 tested, 0.98% active;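 active means percentage of spot-positive cells more than 3 SD above its plate mean, without a fluorescence outlier flag or 80% toxicity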;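 further: spot-positive cell cutoff set from DMSO-treated cells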
# Dynein cargo inh cytoplasmic EGFP = recorded beside Dynein cargo inh, whose call it bears; z-score; measured here: cytoplasmic GR-EGFP intensity; stronger effect = higher value
# Dynein cargo inh nuclear GR-EGFP = recorded beside Dynein cargo inh, whose call it bears; z-score; measured here: nuclear GR-EGFP intensity;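 lower value marks the stronger effect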
# Dynein cargo inh cell count = recorded beside Dynein cargo inh, whose call it bears; z-score; measured here: cell count per field
# Hep lipid drop cells 6.5 µM = further read-out of Hep lipid drop, marked with its call; cell count; measured here: cell count, cytotoxicity flag;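 cells counted across two imaged fields per well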
# T cell HTS vesicle-bound % = also measured in T cell HTS; calls as there; double positive events, %; measured here: CD8+ vesicle-bound cell fraction;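 binding gate set so that unloaded-vesicle control wells show 10% double positive cells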
# MT stabilize HCS Hoechst-high % = also measured in MT stabilize HCS; calls as there; % Hoechst-high responders; measured here: nuclear condensation Hoechst responders;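 share of cells brighter than vehicle mean plus two SD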
# MT stabilize HCS cytotoxicity % = recorded beside MT stabilize HCS, whose call it bears; toxicity, %; measured here: cytotoxicity by cell density;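 0% = mean cell density of plate MIN control wells and 100% = no cells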
# Autophagy mod cell loss 18 h = further read-out of Autophagy mod, marked with its call; toxicity, %; measured here: cell loss, nuclei count;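 cell loss after 18 h compound exposure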
# Numbers without * were called inactive; i = inactive; x = no result given; + = active, no number.
SMILES,MT stabilize HCS,MT stabilize HCS Hoechst-high %,MT stabilize HCS cytotoxicity %,Salmonella PhoP GFP,Hep lipid drop,T cell HTS,T cell HTS vesicle-bound %,Dynein cargo inh,Dynein cargo inh cytoplasmic EGFP,Dynein cargo inh nuclear GR-EGFP,Dynein cargo inh cell count,Autophagy mod,Autophagy mod cell loss 18 h,others
Cc1c(C(=O)N2CCOCC2)c(S(=O)(=O)Nc2ccc(Br)cc2F)c(C)n1C,x,x,x,1%,3,i,9,x,x,x,x,x,x,Hep lipid drop cells 6.5 µM=815
CC(=O)Nc1ccc(NC(=O)C2CCN(C(=O)NC3CCCCC3)CC2)cc1,x,x,x,-5%,2,i,19,x,x,x,x,x,x,Hep lipid drop cells 6.5 µM=805
O=C(NCc1nnc(SCC(=O)N2CCN(c3ccccc3)CC2)o1)c1ccccc1,x,x,x,-4%,15,i,65,x,x,x,x,x,x,Hep lipid drop cells 6.5 µM=753
Nc1cccc2c1C(=O)N(Cc1nnc(-c3ccccc3Br)o1)C2=O,x,x,x,-1%,-4,i,26,x,x,x,x,x,x,Hep lipid drop cells 6.5 µM=774
COCCSc1nnc(NC(=O)CS(=O)(=O)c2ccccc2)s1,x,x,x,8%,6,i,11,x,x,x,x,x,x,Hep lipid drop cells 6.5 µM=750
NNC(=O)c1[nH]c(-c2ccccc2)cc1-c1ccccc1,x,x,x,7%,7,i,64,x,x,x,x,x,x,Hep lipid drop cells 6.5 µM=813
Cc1ccc(NC(=O)c2cccc3c2C(=O)N(C2CCCCC2)C3)c(Cl)c1,x,x,x,1%,24,i,46,x,x,x,x,x,x,Hep lipid drop cells 6.5 µM=773
Cc1ccccc1NC(=O)Cn1cc(C(=O)C2CC2)c2ccccc21,x,x,x,-4%,12,i,12,x,x,x,x,x,x,Hep lipid drop cells 6.5 µM=745
COc1ccc(NC2CCCN(C(=O)c3cccs3)C2)cc1 (stereo not drawn),x,x,x,-2%,-4,i,35,x,x,x,x,x,x,Hep lipid drop cells 6.5 µM=698
CCN(CC1CCCN(CCc2cccc(OC)c2)C1)C(=O)C=C(C)C (stereo not drawn),x,x,x,5%,-2,i,49,x,x,x,x,x,x,Hep lipid drop cells 6.5 µM=821
CN(C)S(=O)(=O)Nc1cccc(-c2cn3c(n2)SCC3)c1,x,x,x,-8%,-1,i,29,x,x,x,x,x,x,Hep lipid drop cells 6.5 µM=760
CCOC(=O)N1CCC(NC(=O)c2ccc3c(c2)N(CC)CCS3)CC1,5.4,2.2,9.4,x,x,i,32,-1.2,-0.29,-0.54,0.72,x,x,
COc1cc2c(cc1OC)-c1nnc(-c3cccs3)n1C(C)(C)C2,6.1,2.4,5.1,x,x,i,39,-0.72,-0.25,-0.35,0.24,x,x,
Cc1c(NC(=O)c2noc3c2CCc2ccccc2-3)c(=O)n(-c2ccccc2)n1C,4.9,1.0,4.9,x,x,i,36,0.56,-0.11,0.68,-0.59,x,x,
CCOC(=O)N1CCC(Nc2nc3ccccc3n3cnnc23)CC1,2.4,2.7,5.5,x,x,i,35,0.022,-0.28,0.12,0.46,x,x,
Cc1cccc(-c2c3c(=O)n(C)c(=O)n(C)c3c3nnc4ccccc4n23)c1,2.0,0.3,28,x,x,x,x,-0.15,0.053,0.12,2.1,+,-9.5*,
O=C(CCC(=O)N1CCc2ccccc21)N1CCc2ccccc21,3.6,2.0,5.0,x,x,x,x,-0.22,-0.27,-0.75,0.63,i,-11,
CN(C)c1ccc(C(c2nnnn2C2CCCCC2)N2CCN(C(=O)c3ccco3)CC2)cc1 (stereo not drawn),2.0,0.9,0.2,x,x,x,x,-0.22,0.34,0.23,0.26,i,-3,
Cc1coc2c(C)c3oc(=O)c4c(c3cc12)CCC4,4.0,2.8,0.9,x,x,x,x,-0.024,-0.24,-0.21,0.51,i,0,
CCOC(=O)C1(c2ccccc2)NC(c2ccc(N(C)C)cc2)C2C(=O)N(C)C(=O)C21 (stereo not drawn),2.4,1.4,5.2,x,x,x,x,0.3,-0.25,0.64,0.57,i,-4,
Cn1c(=O)c2c(nc(SCC(=O)N3CCCc4ccccc43)n2C)n(C)c1=O,2.5,2.8,23,x,x,x,x,-1.6,-0.21,-0.45,0.69,i,-6,
CCOC(=O)c1sc(NC(=O)C2CCCO2)c(C(=O)OC)c1C (stereo not drawn),1.0,1.4,48,x,x,x,x,-0.36,-0.28,0.17,0.21,i,-6,
Cn1c(=O)c(C(=O)Nc2cccnc2)c(O)c2ccccc21,4.8,1.9,5.1,x,x,x,x,0.1,-0.24,0.41,0.65,i,0,
Cc1ccc(C)c(NC(=O)CC(NCCCN2CCOCC2)C(=O)O)c1 (stereo not drawn),1.5,2.3,5.3,x,x,x,x,-0.35,0.72,0.18,-0.079,i,-2,
COC(=O)c1c(N)n(-c2cc(OC)cc(OC)c2)c2nc3ccccc3nc12,3.0,1.9,7.1,x,x,x,x,0.53,-0.067,0.58,-0.77,i,-10,
CC(C)(C)n1ncc(Oc2ccc(Oc3cnn(C(C)(C)C)c(=O)c3Cl)cc2)c(Cl)c1=O,2.7,2.8,7.2,x,x,x,x,0.16,-0.25,0.053,0.83,i,-7,
O=C(CSc1nnc(-c2cccs2)n1-c1ccccc1)N1CCc2ccccc21,1.8,1.9,17,x,x,x,x,0.64,-0.27,0.46,0.94,i,6,
O=C(CN1CCN(c2ncccn2)CC1)N1CCN(C(c2ccccc2)c2ccccc2)CC1,2.2,1.2,50,x,x,x,x,2.4,0.27,2,-2.4,i,-1,
CCc1nn2c(=O)cc(CSc3nc4sc5c(c4c(=O)n3C)CCCC5)nc2s1,3.5,2.4,5.6,x,x,x,x,-0.39,-0.27,-0.4,0.87,i,-3,
Cc1nn2c(CN(C(=O)c3ccco3)c3ccccc3)nnc2c2ccccc12,1.1,1.3,29,x,x,x,x,-0.67,0.77,-0.33,1.5,i,3,
CCc1nnc(NC(=O)CN2CCN(c3ccc(Cl)cc3)CC2)s1,4.1,2.0,9.3,x,x,x,x,0.81,-0.18,0.19,-0.81,i,-1,
CCOc1ccc(-c2nnc3sc(-c4c(OC)cccc4OC)nn23)cc1,4.7,2.1,5.7,x,x,x,x,1.4,0.038,1.3,-2.6,i,-9,
c1cc(-c2noc(-c3ccc4c(c3)OCO4)n2)ccn1,1.4,0.6,34,x,x,x,x,-0.88,-0.13,-0.18,0.51,i,4,
O=C1c2ccccc2C(=O)N1CCCCN1CCN(CCCCN2C(=O)c3ccccc3C2=O)CC1,3.4,3.4,5.7,x,x,x,x,-1.2,-0.2,-0.62,2.5,i,-3,
O=C(C1CCC(C(=O)N2CCCC2)CC1)N1CCCC1 (stereo not drawn),3.1,1.6,6.7,x,x,x,x,-1,-0.22,-0.22,0.27,i,-1,
CCn1c(SCC(=O)N2CCC(C(N)=O)(N3CCCCC3)CC2)nc2ccccc2c1=O,4.6,2.5,5.2,x,x,x,x,-0.28,0.043,-0.1,1.2,i,-2,
O=C(CSc1nnc2c3cc(F)ccc3nc(-c3ccccc3)n12)N1CCOCC1,2.3,0.2,20,x,x,x,x,0.11,-0.27,0.18,0.52,i,5,
COc1ccc2c(c1)c(=O)oc1c(C)c3occ(C)c3cc12,1.8,2.0,20,x,x,x,x,0.39,-0.22,0.56,1.8,i,-2,
Cn1c(=O)c2ncn(CC(=O)Nc3ccc4oc(-c5cccc6ccccc56)nc4c3)c2n(C)c1=O,2.4,1.6,7.1,x,x,x,x,-1.1,-0.26,-0.62,0.66,i,7,
O=S(=O)(c1ccc2oc3ccc(S(=O)(=O)N4CCCC4)cc3c2c1)N1CCCC1,3.8,2.2,8.1,x,x,x,x,0.8,-0.23,0.18,-0.49,i,-2,
O=C(Nc1ccccc1-c1nc2ccccc2o1)c1ccc2c(c1)OCCO2,15*,11*,20*,x,x,x,x,0.41,-0.0053,-0.57,0.78,i,10,
CCN1C(=O)/C(=c2/s/c(=C3\SC(C)=C(C)N3CC)c(=O)n2CC)N(c2ccccc2)C1=S,4.9,1.0,3.3,x,x,x,x,0.089,0.0014,-0.28,-0.24,i,-1,
CCOC(=O)c1sc(NC(=O)c2c(C)noc2C)c(C(=O)OCC)c1C,2.1,3.3,33,x,x,x,x,-0.029,-0.29,0.045,0.12,+,6.7*,
COC(=O)c1cc(C#N)c(Oc2ccccc2)nc1C,0.6,2.2,6.8,x,x,i,50,x,x,x,x,i,5,
CCOC(=O)CN1N=C(/C=C/c2ccccc2)CCC1=O,2.0,2.4,4.2,x,x,i,34,x,x,x,x,i,-4,

# By substructure, the entries above containing an aryl methoxy group (6)
SMILES,MT stabilize HCS,MT stabilize HCS Hoechst-high %,MT stabilize HCS cytotoxicity %,Salmonella PhoP GFP,Hep lipid drop,T cell HTS,T cell HTS vesicle-bound %,Dynein cargo inh,Dynein cargo inh cytoplasmic EGFP,Dynein cargo inh nuclear GR-EGFP,Dynein cargo inh cell count,Autophagy mod,Autophagy mod cell loss 18 h,others
COc1ccc(NC2CCCN(C(=O)c3cccs3)C2)cc1 (stereo not drawn),x,x,x,-2%,-4,i,35,x,x,x,x,x,x,Hep lipid drop cells 6.5 µM=698
CCN(CC1CCCN(CCc2cccc(OC)c2)C1)C(=O)C=C(C)C (stereo not drawn),x,x,x,5%,-2,i,49,x,x,x,x,x,x,Hep lipid drop cells 6.5 µM=821
COc1cc2c(cc1OC)-c1nnc(-c3cccs3)n1C(C)(C)C2,6.1,2.4,5.1,x,x,i,39,-0.72,-0.25,-0.35,0.24,x,x,
COC(=O)c1c(N)n(-c2cc(OC)cc(OC)c2)c2nc3ccccc3nc12,3.0,1.9,7.1,x,x,x,x,0.53,-0.067,0.58,-0.77,i,-10,
CCOc1ccc(-c2nnc3sc(-c4c(OC)cccc4OC)nn23)cc1,4.7,2.1,5.7,x,x,x,x,1.4,0.038,1.3,-2.6,i,-9,
COc1ccc2c(c1)c(=O)oc1c(C)c3occ(C)c3cc12,1.8,2.0,20,x,x,x,x,0.39,-0.22,0.56,1.8,i,-2,

# These rows are one share of the data; rates above refer to the full screens.
